Compound activity (PubChem BioAssay)
Abeta rescue: qHTS for compounds that reverse cellular toxicity of Amyloid beta (A-beta) peptide in yeast: Primary Screen; yeast expressing A-beta42, growth rescue, OD600, 48 h; response scale: 0% DMSO, 100% iron-clioquinol control; Potency, µM (top dose mostly 46.1 µM), for the others: at the highest dose growth rescue, most hits filed as activators; 410,000 tested, 0.063% active; note: potency is the fitted concentration of half-maximal effect; nearly all actives have a fitted effect of over 55% in size
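Growth rescue measured by 600 nm absorbance after 48 h yeast culture at 30 C with compound. Values normalized between DMSO and an equimolar ferric chloride plus clioquinol control.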
aSyn yeast inh: qHTS of alpha-syn Inhibitors | Yeast expressing alpha-synuclein, growth rescue, BacTiter-Glo, 24 h | Potency, µM (series often up to 46.1 µM), for inactives: top-dose growth rescue (activation), most hits filed as activators | AID 652106, 2013 | 370,000 tested, 0.14% active; note: potency is the fitted concentration of half-maximal effect; % of control where 0% means no effect; nearly all actives have a fitted effect of over 65% in size
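Rescue of yeast growth: cells expressing toxic alpha-synuclein, induced in galactose at OD600 0.02, incubated with compound 24 h at 30 C. ATP luminescence quantified growth; inhibitors of toxicity appear as activators.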
GLP-1R inv ag: qHTS of GLP-1 Receptor Inverse Agonists (Inhibition Mode). AID 624417, 2012. Potency, µM (highest dose often 38.3 µM), without a hit: at the top dose activity change, negative = inhibition, usual class: inhibitors. 410,000 tested, 1.6% active. HEK293 GLP-1R CRE-luciferase, luminescence, 24 h; GLP-1R form is constitutively active. Glucagon-like peptide 1 receptor (Homo sapiens), P43220; note: potency is the fitted concentration of half-maximal effect; % is set by controls: 0 for no effect and ±100 for the full control effect; nearly all actives have a fitted effect of over 55% in size
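GLP-1R inverse agonism mode: basal reporter luminescence in engineered HEK293 cells measured after one day of compound exposure at 37 deg C, with a 12 min room-temperature detection step.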
FUS suppressor: qHTS for Suppressors of FUS Proteinopathy: Primary screen using FUS-linked yeast assay. Potency, µM (top dose mostly 76.6 µM), for inactives: at the top dose growth rescue (activation), usual class: activators. 390,000 tested, 0.24% active. S. cerevisiae FUS-expressing, growth rescue, OD600, 24 h;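 note: potency is the fitted concentration of half-maximal effect; plate controls were DMSO vehicle for no effect and reference control for full effect; nearly all actives have a fitted effect of over 55% in size; some results filed as inactive show a strong effect at the top dose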
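Yeast expressing FUS under galactose induction, OD 0.005 in 2% galactose medium; compounds in a dilution series, 24 h at 30C. Growth rescue by absorbance at 600 nm; CP55940 positive control, DMSO negative.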
TDP43 rescue: qHTS of TDP-43 Inhibitors; 410,000 tested, 1.8% active; TDP-43 expressing yeast growth rescue, BacTiter-Glo, 24 h; Potency, µM (titrated, usually from 46.1 µM), inactives show at the highest dose growth rescue (activation), actives largely listed as activators; note: potency is the fitted concentration of half-maximal effect; % of control where 0% means no effect; nearly all actives have a fitted effect of over 50% in size
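In this qHTS, compounds that restore growth of yeast expressing TDP-43 appear as activators. Cells (OD600=0.02, galactose medium, raffinose-pregrown) are incubated with compound 24 hr at 30 deg C and growth is quantified by BacTiter-Glo.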
GLP1R ag: qHTS of GLP-1 Receptor Agonists | HEK293 GLP-1R CRE-luciferase, luminescence, 4-6 h; cells express a hypersensitive GLP-1R form | AID 624172, 2012 | Potency, µM (doses to about 45.6 µM), for the others: top-dose activation, hits mostly activators | 380,000 tested, 0.007% active; note: potency is the fitted concentration of half-maximal effect; % of control where 0% means no effect
pAkt inh: HTS Assay for Inhibitors of Akt Phophorylation: Primary Screen; AID 651550, 2012; 360,000 tested, 0.32% active; activity change, % for hits at 50 µM; Neuro2A IGF-stimulated pAkt S473 HTRF, 20 min; active compounds read low; in the data active = activity change below about -80%; inconclusive = mostly about -51% to -80%; note: % is set by controls: 0 for no effect and ±100 for the full control effect
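Neuro2A cells in DMEM with 0.5% FBS, overnight at 37 deg C, given compound at single 50 µM final, then IGF (6 nM final) for 20 min at 37 deg C. Lysed; phospho-Akt Ser473 by HTRF after 24 h, 665/615 ratio.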
D3 antag: qHTS of D3 Dopamine Receptor Antagonist: qHTS; D(3) dopamine receptor (Homo sapiens), P35462; D3R cells, DiscoveRx beta-arrestin luminescence, antagonist mode; active compounds read low; max response, negative = inhibition, %; 360,000 tested, 2.5% active; in the data active = max response below about -50%; inconclusive = no clear call, values can overlap the other calls; note: % is set by controls: 0 for no effect and ±100 for the full control effect; mostly tested at two doses, the higher about 12 µM
Target sequence (P35462 whole entry, looked up): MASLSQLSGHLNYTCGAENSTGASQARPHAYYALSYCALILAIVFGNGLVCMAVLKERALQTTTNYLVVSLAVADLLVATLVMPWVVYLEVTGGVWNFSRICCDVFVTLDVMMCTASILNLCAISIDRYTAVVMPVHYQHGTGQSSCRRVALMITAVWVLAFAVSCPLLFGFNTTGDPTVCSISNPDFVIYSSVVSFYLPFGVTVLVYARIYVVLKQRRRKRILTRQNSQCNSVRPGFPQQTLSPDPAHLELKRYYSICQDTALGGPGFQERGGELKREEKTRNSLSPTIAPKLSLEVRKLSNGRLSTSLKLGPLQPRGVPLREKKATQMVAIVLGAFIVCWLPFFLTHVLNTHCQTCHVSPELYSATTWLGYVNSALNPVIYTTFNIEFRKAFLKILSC
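Cells expressing the human receptor were seeded at 1500 cells/well, incubated overnight at 37 degrees C in 5% CO2, then exposed to library compounds with dopamine controls for 90 minutes at 37 degrees C before luminescent detection.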
PTHR1 agonist: qHTS for PTHR1 Agonists: Primary Screen. Parathyroid hormone/parathyroid hormone-related peptide receptor (Homo sapiens), Q03431. HEK293 GP2 PTHR1 cells, GloSensor cAMP luminescence, 1 h. AID 743266, 2014. Potency, µM (highest dose often 115 µM), without a hit: at the highest dose activation, most hits filed as activators. 410,000 tested, 0.075% active; note: potency is the fitted concentration of half-maximal effect; nearly all actives have a fitted effect of over 55% in size; some results filed as inactive show a strong effect at the top dose; inactives centre near -15; many of its hits are not listed in these tables
Target sequence (Q03431 whole entry, looked up): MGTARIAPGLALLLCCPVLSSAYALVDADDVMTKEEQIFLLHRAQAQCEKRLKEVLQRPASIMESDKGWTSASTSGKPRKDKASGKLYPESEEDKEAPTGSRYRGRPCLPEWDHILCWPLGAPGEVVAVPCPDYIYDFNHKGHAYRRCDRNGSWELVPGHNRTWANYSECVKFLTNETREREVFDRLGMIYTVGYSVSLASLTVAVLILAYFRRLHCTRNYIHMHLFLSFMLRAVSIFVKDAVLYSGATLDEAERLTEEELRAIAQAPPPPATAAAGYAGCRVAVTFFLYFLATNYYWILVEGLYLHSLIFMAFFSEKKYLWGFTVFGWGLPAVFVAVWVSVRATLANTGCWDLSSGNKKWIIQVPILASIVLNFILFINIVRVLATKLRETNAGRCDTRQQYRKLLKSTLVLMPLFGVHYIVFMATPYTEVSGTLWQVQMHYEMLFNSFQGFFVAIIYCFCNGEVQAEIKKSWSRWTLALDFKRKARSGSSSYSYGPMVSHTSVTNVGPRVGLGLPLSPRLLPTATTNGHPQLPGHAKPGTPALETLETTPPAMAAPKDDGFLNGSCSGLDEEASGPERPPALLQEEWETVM
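HEK-293-derived GP2 cells expressing PTHR1 and a GloSensor cAMP reporter, 3,000/well, plated overnight, given luciferin plus IBMX (each 0.5 mM as added) for 1 h at 37 °C, then compound for 1 h at 37 °C. Luminescence was read after 15 min at room temperature.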
Numbers without * were called inactive; i = inactive; ? = inconclusive; · = no result given; [ ] = dose if it differs, or a comment. Unless noted, calls come from the whole dose curve; as a rule, active = well fitted curve in the direction sought with a large enough effect; inconclusive = small, poorly fitted or top-dose-only effect, or another doubt; inactive = no such curve, though single readings can be large; an effect the other way counts as inactive or inconclusive. Some of the compounds tested (hit frequency here may not be typical).

SMILES,Abeta rescue,aSyn yeast inh,GLP-1R inv ag,FUS suppressor,TDP43 rescue,GLP1R ag,pAkt inh,D3 antag,PTHR1 agonist
COc1ccccc1NC(=O)C1CCCN(S(=O)(=O)c2ccc3[nH]c(=O)ccc3c2)C1 (configuration not stated),-1%,-5%,5%,-14%,-4%,26%,i,-24,-9%
Cc1cccc(CSc2nnc(CCCCCNC(=O)OC(C)(C)C)o2)c1,-15%,-4%,7.1µM*,35%,3%,19%,i,-3,-26%
COCCN(CCOC)S(=O)(=O)c1ccc(C(=O)Nc2sc3c(c2C(=O)OC)CCN(C)C3)cc1,-2%,-7%,-1%,1%,8%,12%,·,·,i
Cc1ccc(N2CCN(CCc3nc4cc(NS(C)(=O)=O)ccc4n3C)CC2)cc1,15%,7%,-12%,2%,8%,3%,i,0,-20%[57.5 µM]
COc1ccccc1NC(=O)CSc1nc(-c2ccccc2F)nc2cc(=O)[nH]n12,-18%,·,8%,10%,15%,·,·,·,-15%
CCOc1cc(CNCc2ccncc2)cc(Cl)c1OC,3%,-2%,0%,31%,-17%,-1%,i,?,?
CCOC(=O)c1c(N)n(-c2ccc(CC)cc2)c2nc3ccccc3nc12,-9%,-8%,13%,10%,?,18%,·,·,-1%
Cc1ccc(S(=O)(=O)N2CCCc3cc(NC(=O)c4cccc(Cl)c4)ccc32)cc1,-9%,·,?,33%,0%[9.22 µM],·,·,·,i
Cc1cc(C(=O)N2CCCC(N3CCN(c4cccc(Cl)c4)CC3)C2)no1 (configuration not stated),-7%,0%,?,·,-6%,-7%,i,-14,-20%
COc1cc(COc2ccc(-c3nnco3)cc2)ccc1OC(F)F,2%,0%,14%,-8%,-18%,6%,i,25,-7%
O=C(NCCCc1nc2ccccc2n1Cc1ccccc1Cl)c1ccco1,7%,·,-27%,21%,0%,·,·,·,-19%
CN(C)C(=O)CN1C(=O)C2CC=C(Cl)CC2C1=O (configuration not stated),0%,-1%,8%,-11%,8%,-5%,i,-2,-21%
Cc1nc2ccc(NS(=O)(=O)c3ccc(Br)cc3)cc2s1,-12%,18%,?,41%,-68%[inhibitor],-6%,i,-2,-83%[inhibitor]
O=C1c2ccccc2C(=O)N1c1nc(-c2cccs2)cs1,-12%,8%,-16%,11%,-26%,6%,i,-10,i
Cc1c(Cl)cnc(NC(=O)COC(=O)c2ccc3c(c2)OCO3)c1Cl,-6%,3%,5%,20%,-17%,2%,i,3,-48%[inhibitor]
O=S(=O)(/N=C(/Nc1ccccn1)c1ccc(Cl)cc1)c1ccc(Cl)cc1,22%,5%,3%,-9%,20%,6%,i,13,i
N#Cc1cc([N+](=O)[O-])ccc1N1CCCC1,4%,0%,21%,·,?,3%,i,19,i
CC(=O)c1ccc(OCC(O)CN(C)Cc2cccs2)cc1 (configuration not stated),-3%,-1%,-3%,7%,-9%,4%,i,?,-1%
COc1ccccc1NS(=O)(=O)c1ccc(C(=O)NCCCN2CCOCC2)cc1,-6%,0%,-3%,20%,-25%,7%,i,-3,15%
COc1ccc(N(CC(=O)NCCC2=CCCCC2)S(=O)(=O)c2ccccc2)cc1,-16%,1%,-12%,22%,-8%,-1%,i,-6,-2%
CNc1ncnc2c1cnn2C1CCCCO1 (configuration not stated),-14%,-16%,10%,-13%,4%,5%,i,-13,-14%
CC(=O)Nc1ccc(NC(=O)COC(=O)/C=C/c2ccc3c(c2)OCO3)cc1,6%,-2%,-2%,13%,2%,0%,i,0,-51%[inhibitor]
COc1ccccc1C(=O)NC(=O)COC(=O)CCS(=O)(=O)c1ccc(C)cc1,-6%,3%,16%,4%,22%,-4%,i,10,6%
CC(=O)Nc1cccc(Oc2ncccc2[N+](=O)[O-])c1,3%,-2%,1%,-34%,3%,3%,i,-15,-24%
OCCCCNCc1cc(Br)ccc1OCc1ccccc1,-15%,6%,?,-2%,-4%,7%,i,-2,-3%
O=C(CN1C(=O)C2CC=CCC2C1=O)Nc1nc(-c2ccc(F)c(F)c2)cs1 (configuration not stated),-11%,-2%,?,11%,-1%,7%,i,18,-36%[inhibitor]
Cc1cc(=O)oc2c(C)c(OC(C)C(=O)N3CC[C@@]4(O)CCCC[C@H]4C3)ccc12 (some centres not stated),-19%,1%,19%,-21%,-2%,3%,i,-7,-21%
Clc1ccc(CSc2snnc2-c2ccccc2)cc1,6%,0%,?,9%,15%,10%,i,7,-49%[inhibitor][57.5 µM]
O=C(N/N=C/c1ccc(O)cc1)Nc1cccc2nsnc12,-16%,-7%,?,10%,0%,20%,i,5,i
Cc1cc(C)c(NC(=O)c2cc(C(=O)O)ccc2C(=O)O)c([N+](=O)[O-])c1,-1%,-2%,15%,2%,-13%,-1%,i,-21,-13%

A draw from above in order of SMILES length, largest number first.
SMILES,Abeta rescue,aSyn yeast inh,GLP-1R inv ag,FUS suppressor,TDP43 rescue,GLP1R ag,pAkt inh,D3 antag,PTHR1 agonist
COc1ccccc1C(=O)NC(=O)COC(=O)CCS(=O)(=O)c1ccc(C)cc1,-6%,3%,16%,4%,22%,-4%,i,10,6%
O=S(=O)(/N=C(/Nc1ccccn1)c1ccc(Cl)cc1)c1ccc(Cl)cc1,22%,5%,3%,-9%,20%,6%,i,13,i
Cc1c(Cl)cnc(NC(=O)COC(=O)c2ccc3c(c2)OCO3)c1Cl,-6%,3%,5%,20%,-17%,2%,i,3,-48%[inhibitor]

Continuation:
SMILES,Abeta rescue,aSyn yeast inh,GLP-1R inv ag,FUS suppressor,TDP43 rescue,GLP1R ag,pAkt inh,D3 antag,PTHR1 agonist
CCOC(=O)CNc1nc(-c2ccncc2)nc2ccccc12,2%,1%,3%,-1%,11%,9%,i,24,i
COc1ccccc1Cn1c(=S)[nH]c2cc(C(=O)NCCN3CCOCC3)ccc2c1=O,7%,3%,-8%,-6%,-17%,3%,i,22,-2%
CC(C)CCNC(=O)C(c1ccco1)N(C(=O)Cn1nnc2ccccc21)c1ccc2c(c1)OCO2 (configuration not stated),7%,-1%,-15%,0%,-7%,-3%,·,-11,i
C[C@H]1O[C@H](C2CCCC2)CC2=C1C(=O)OC(C)(C)O2,-3%,5%,28%,8%,0%,-5%,i,19,i
COc1ccc(N2CCN(c3nc4ccc(C)cc4n4nnnc34)CC2)cc1,-6%,·,1%,-2%,13%,·,·,·,24%
Nc1cc(=O)[nH]c(SCC(=O)NC2CCCc3ccccc32)n1 (configuration not stated),2%,-4%,26%,-16%,3%,4%,i,-13,i
OC1c2cc(Cl)ccc2-c2c(Cl)cc(Cl)cc21 (configuration not stated),-13%,1%,-19%,-12%,?,32%,i,8,0%
CSC[C@H]1CN(CCc2ccccc2)C(=O)[C@@H]1CC(=O)Nc1ccccc1,6%,-2%,-2%,-2%,29%,1%,i,-10,-7%
FC(F)(F)C1CC(c2cccs2)Nc2ncnn21 (configuration not stated),4%,-1%,0%,1%,-11%,8%,i,-8,i
COC(=O)c1ccc(CN2CCN(CCCc3ccccc3)C(CCO)C2)cc1 (configuration not stated),12%,-2%,?,20%,-9%,3%,i,-14,-18%
O=C(Nc1ccc(F)c(Cl)c1)C1CCCN(S(=O)(=O)c2cccc3nsnc23)C1 (configuration not stated),10%,·,-6%,-9%,13%,0%,·,·,-34%
CC(=O)C1=C(c2ccc(C)c(C)c2)N(C(C)=O)n2c(nnc2-c2ccc(Cl)cc2)S1,-10%,·,14%,-3%,3%,·,·,·,i
COc1ccc(NC(=O)C2CCN(C(=O)Nc3ccccc3)CC2)cc1S(=O)(=O)N(C)C,-4%,-6%,0%,·,0%,19%,i,-67*,i
COc1cccc(C(c2sc3nc(-c4ccco4)nn3c2O)N2CCN(C)CC2)c1 (configuration not stated),4%,·,14%,-17%,16%,·,·,·,i
CC(=O)N1CCN(c2ccccc2NC(=O)c2ccco2)CC1,15%,5%,31%,13%,7%,13%,i,4,i
CCn1c(=S)sc2c(=O)n(-c3ccccc3)c(=S)[nH]c21,13%,2%,?,33%,·,-2%,i,2,-24%
COC(=O)CN1C(=O)C(C)(C)Oc2ccc(C(=O)Nc3cccc(OC)c3)cc21,9%,4%,-25%,21%,5%,18%,i,3,i
Cc1ccc(Nc2nc(=O)c3cccnc3s2)cc1,-25%,12%,0%,-2%,-22%,4%,i,-102*,i
CCCCOC(=O)Cn1c(=N)n(CCN(CC)CC)c2ccccc21,12%,4%,169%[activator],-17%,5%,2%,i,7,i
CCCCN(CCCC)CCNC(=O)Cn1nc(CC)n2c(cc3sccc32)c1=O,-16%,·,12%,-10%,0%,·,·,·,-17%
Cn1c(=O)c2nc(-c3ccc(Cl)cc3Cl)oc2c2ccccc21,-2%,4%,-13%,-27%,8%,10%,i,-17,-2%
CCN(C(=O)CSc1nc2ccc(OC)cc2[nH]1)C1CCS(=O)(=O)C1 (configuration not stated),1%,-1%,7%,6%,9%,-6%,i,-3,-24%
CCOC(=O)c1c(N=CN(C)C)c(C#N)c2n1CCCC2,-1%,0%,29%,6%,1%,-2%,i,-9,i
CCc1ccc(NS(=O)(=O)c2cc(Br)cc3c2N(C(C)=O)CC3)cc1,-3%,·,7%,-7%,-7%,·,·,·,-24%
CC(=O)NC(NC(=S)Nc1cccc(Br)c1)C(Cl)(Cl)Cl (configuration not stated),-1%,8%,?,16%,-9%,-2%,i,2,-9%
COC(=O)c1ccc(NC(=S)N2CCN(C)CC2)cc1,-18%,0%,-4%,-1%,-15%,3%,i,-23,i
